# Source: PubChem (several laboratories)
# Fluor 339 460: intrinsic fluorescence of library compounds, ex339/em460 – biochemical, MLSMR library, data from DPM-DC assay, artefact control, profiling panel; compound autofluorescence, ex339/em460 nm, NADH buffer; active compounds read high; 1 = no-compound wells, NADH background; AID 709, 2007; actives 5.5% (n = 65,000); fluorescence fold increase at 10 µM;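 active = at 10 µM, mean starting fluorescence two-fold or more over control wells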;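 also: signal is the first read of a kinetic run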
# Abs 340nm: compound light absorbance at 340 nm, profiling panel, artefact control, biochemical, MLSMR library, data from PS, PMK, MK assays; 65,000 tested, under 10 active; fold change at 10 µM; compound absorbance at 340 nm, fold over control; AID 708, 2007;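 active = at 10 µM dose, initial 340 nm absorbance at least 2 fold that of control wells; inactive = change under 2 fold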;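 also: initial absorbance extrapolated from kinetic A340 decline of NADH oxidation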
# ROCK2 blocker: inhibitors of human ROCK2 kinase, primary screen, biochemical, high-throughput, luminescence; AID 604, 2007; inhibition, % at 6 µM; purified ROCK2, Kinase-Glo ATP depletion luminescence; actives 0.35% (n = 60,000);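 active = inhibition above the screen-wide mean inhibition plus 3 SD, cut at about 18% in these data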;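 also: plate controls were DMSO wells for no effect and Y-27632 control wells after no-enzyme background subtraction for full effect; many of its hits are not listed in these tables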
# MMP13 inh: human MMP13 inhibitors, primary screen, biochemical, FRET peptide cleavage | Collagenase 3 (Homo sapiens), P45452 | MMP-13 fTHP FRET cleavage, Mca fluorescence | inhibition, % at 4 µM | actives 0.07% (n = 65,000);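 active = inhibition above the mean of compound-free control plate wells plus 3 SD, cut at about 14% in these data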;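 also: 0% = DMSO wells and 100% = wells with reference MMP-13 inhibitor after basal subtraction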
# Ecoli tolC: growth inhibitors of E. coli tolC mutant, primary screen, strain BW25113 ΔtolC::kan, 384-well | AID 573, 2007 | growth inhibition, % at 10 µM (by protocol) | OD615 | actives 2.2% (n = 65,000);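 active = growth inhibition at or above a cutoff equal to the mean over every tested compound plus 3 SD, cut at about 60% in these data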;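 also: growth measured after 20 h incubation at 37 °C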
#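 Material: E. coli BW25113 ΔtolC::kan, tolC deletion mutant strain. Measure: percent growth inhibition. Schedule: 37 °C, 20 h exposure. Doses: single-point testing at 10 µM. Signal: A615 absorbance measurement. Buffer or medium: kanamycin-containing LB broth (50 µg/mL).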
# JNK3 blocker: JNK3 kinase activity inhibitors, primary screen, biochemical, human, purified enzyme. HTS. actives 0.61% (n = 60,000). Mitogen-activated protein kinase 10 (Homo sapiens), P53779. AID 746, 2007. inhibition, % at 8 µM; in the data active = inhibition above about 17%;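 also: 0% = DMSO and 100% = reference inhibitor; many of its hits are not listed in these tables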
# HEK293 NFkB inh: inhibitors of PMA/ionomycin-induced NF-kB reporter, primary screen, antigen receptor NF-kB inhibitor project, cell-based, HEK-293 luciferase reporter, luminescence; HEK-293 NF-kB luciferase reporter; inhibition, % at 3 µM; actives 0.21% (n = 62,000);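 active = inhibition above the mean of all tested compounds plus 3 SD, cut at about 40% in these data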;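 also: 0% = stimulated DMSO wells and 100% = 10 µM reference inhibitor 5653914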
#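 Signal: luciferase luminescence; Material: HEK-293 cells with stable firefly luciferase reporter driven by four HIV NF-kB elements; Probe or stimulus: PMA with ionomycin; Replication: tested once; Times: 1 h compound pretreatment, then 16 h stimulation at 37 °C, 5% CO2; Benchmarks: DMSO and 10 µM reference inhibitor; Evaluation: per-plate % inhibition versus controls.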
# PKA inh: inhibitors of human PKA kinase activity, primary screen, biochemical, ATP-depletion luminescence, Kemptide substrate. cAMP-dependent protein kinase catalytic subunit alpha (Homo sapiens), P17612. actives 0.1% (n = 65,000). PKA Kemptide phosphorylation, Kinase-Glo ATP luminescence. inhibition, % at 6 µM;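 active = inhibition above the screen-wide mean inhibition plus 3 SD, cut at about 21% in these data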; also: many of its hits are not listed in these tables
# NADH enzymes: inhibitors of PK/LDH coupling enzymes, profiling panel, artefact control, biochemical, MLSMR library; actives 0.02% (n = 65,000); IC50, µM (titrated, usually from 10 µM), without a hit: top-dose inhibition; coupled PK/LDH NADH assays, four targets;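 active = single-dose screening hits from any of four coupled enzyme assays that gave an IC50 when retested across doses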;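 also: the DPM-DC format reads NADH fluorescence rather than 340 nm absorbance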
# * hit, by the source's call; / = no result given.
entry	structure	Fluor 339 460	Abs 340nm	ROCK2 blocker	MMP13 inh	Ecoli tolC	JNK3 blocker	HEK293 NFkB inh	PKA inh	NADH enzymes
1	O=C(COC(=O)c1ccc(Cl)c(S(=O)(=O)N2CCCC2)c1)NC1CCCC1	1.1	0.97	2	0	-3	2	1	12	5%
2	Cc1cccc(N2CCN(S(=O)(=O)c3ccc4c(c3)CCC(=O)N4)CC2C)c1 (stereo unspecified)	1.1	1	1	-3	-2	0	6	-2	4%
3	COc1cc(-c2nn3c(-c4cccnc4)nnc3s2)cc(OC)c1OC	1.3	0.99	0	-12	18	4	/	-3	2%
4	CCOc1ccc(NC(=O)COc2nsnc2N2CCCCC2)cc1	1.1	1.1	-7	5	-1	-2	10	-8	0%
5	O=C(c1ccccc1)c1ccc2nc(N3CCCCC3)c3nncn3c2c1	1.2	1.1	-3	-5	55	2	4	-1	8%
6	CCOCC(=O)Nc1ccc(S(=O)(=O)N2CCOCC2)cc1	1	0.99	/	0	-25	/	16	4	3%
7	O=C(CCCN1C(=O)c2ccccc2C1=O)Nc1ccccn1	1.1	0.99	6	4	-12	3	8	5	4%
8	Cc1ccc2cc(CN(Cc3nnnn3C3CCCC3)C3CCCCC3)c(=O)[nH]c2c1C	0.9	1	3	-3	-19	-7	5	8	9%
9	COc1ccc2c(c1)C1(Nc3ccccc3-c3nc4ccccc4n31)C(=O)N2C (stereo unspecified)	1.5	1.1	-1	-5	-3	1	2	6	7%
10	c1ccc(-n2c(SCC3CCCCO3)nnc2-c2cccs2)cc1 (stereo unspecified)	1.1	1	2	-8	36	-3	13	0	3%
11	Cc1nc2cc(NC(=O)NCCC3=CCCCC3)ccc2o1	1.1	1	5	-9	12	1	-16	7	5%
12	CCOc1ccc(-c2nnn(CC(=O)NCc3ccc(OC)cc3)n2)cc1OCC	1.1	1	2	0	-17	9	8	3	3%
13	CCOC(=O)c1ccc(NC(=O)Oc2ccccc2)cc1	1	1	0	-3	-12	-4	6	7	2%
14	CC(C)CCn1c(CN2CCN(c3cccc(Cl)c3)CC2)nc2c1c(=O)n(C)c(=O)n2C	1.1	1	0	6	22	2	2	3	2%
15	Cc1cc(Cl)cc(C)c1OCCCCn1ccnc1	1.1	1	7	1	92*	-4	4	4	5%
16	Cc1cnc(-c2nnc(N(C)C(=O)c3ccncc3)s2)cn1	1.4	1.1	-2	-5	-21	3	15	-2	5%
17	Brc1ccccc1-c1nnc(-c2cccnc2)o1	1.1	1	5	2	-2	3	-5	0	0%
18	COc1ccc(-c2onc3ccc(Cl)cc23)cc1OC	1.5	1.1	11	-3	27	15	12	11	3%
19	CCOC(=O)c1cccc(NC(=O)CCn2nnc3ccccc32)c1	1	0.98	0	9	2	7	6	0	5%
20	Cn1c(=O)[nH]c(=O)c2c1nc(SCCN1CCCCC1)n2Cc1ccccc1	1.1	1	0	-2	-13	-3	3	-6	2%
21	Clc1ccccc1C1SCC2Nc3ccccc3CN21 (stereo unspecified)	1.1	0.98	1	2	11	-1	12	8	6%
22	CS(=O)(=O)N(CC(=O)N1CCN(c2cccc(Cl)c2)CC1)c1ccccc1	1	1	0	3	1	0	0	-3	5%
23	Cc1oc(/N=C/c2ccc(Cl)cc2)c(C#N)c1C	1.1	1.1	0	0	-6	-1	13	1	2%
24	Cc1cc(=O)[nH]c(=S)n1-c1ccccc1	1	0.99	2	1	-23	3	4	9	5%
25	c1ccc(-n2ncc3c2ncn2nc(-c4ccco4)nc32)cc1	1.8	1.1	7	-42	1	6	-13	8	8%
26	CC1COC(c2cccn2Cc2ccccc2Cl)=N1 (stereo unspecified)	1	0.97	-2	5	-4	1	9	8	7%
27	Cc1cc(C)c2nc(SCC#N)cc(C)c2c1	1	1	-2	-5	13	1	20	-2	6%
28	Cn1c(=O)[nH]c(=O)c2c1nc(N1CCCCC1)n2CCCSc1nc2ccccc2s1	1.1	0.98	7	3	/	0	2	-3	10%

# Down the list, quoted from above.
# Entries 11 to 21 in MMP13 inh, in turn: -9, 0, -3, 6, 1, -5, 2, -3, 9, -2, 2
# Entries 11 to 21 in NADH enzymes, in turn: 5%, 3%, 2%, 2%, 5%, 5%, 0%, 3%, 5%, 2%, 6%
# Entries 11 to 21 in HEK293 NFkB inh, in turn: -16, 8, 6, 2, 4, 15, -5, 12, 6, 3, 12

# 7 structures from above, ordered by number of heavy atoms, low to high:
entry	structure	Fluor 339 460	Abs 340nm	ROCK2 blocker	MMP13 inh	Ecoli tolC	JNK3 blocker	HEK293 NFkB inh	PKA inh	NADH enzymes
24	Cc1cc(=O)[nH]c(=S)n1-c1ccccc1	1	0.99	2	1	-23	3	4	9	5%
21	Clc1ccccc1C1SCC2Nc3ccccc3CN21 (stereo unspecified)	1.1	0.98	1	2	11	-1	12	8	6%
13	CCOC(=O)c1ccc(NC(=O)Oc2ccccc2)cc1	1	1	0	-3	-12	-4	6	7	2%
6	CCOCC(=O)Nc1ccc(S(=O)(=O)N2CCOCC2)cc1	1	0.99	/	0	-25	/	16	4	3%
4	CCOc1ccc(NC(=O)COc2nsnc2N2CCCCC2)cc1	1.1	1.1	-7	5	-1	-2	10	-8	0%
28	Cn1c(=O)[nH]c(=O)c2c1nc(N1CCCCC1)n2CCCSc1nc2ccccc2s1	1.1	0.98	7	3	/	0	2	-3	10%
8	Cc1ccc2cc(CN(Cc3nnnn3C3CCCC3)C3CCCCC3)c(=O)[nH]c2c1C	0.9	1	3	-3	-19	-7	5	8	9%

# A portion of the library (hit frequency here may not be typical).
